Screening results (PubChem BioAssay)
MCL1 BIM primary: inhibitors of human MCL1 binding to BIM-BH3 peptide | actives 0.68% (n = 320,000) | GST-MCL1 / FITC-Bim-BH3 fluorescence polarization | AID 2057 | Q07820 | inhibition, % at 10.9 µM;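 active means inhibition above the mean inhibition of all tested compounds plus 3 SD, set per campaign, cut at about 40% in these data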;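 further: 0% = DMSO wells and 100% = unlabeled Bim-BH3 peptide control; higher means more loss of mP so more displacement of Bim peptide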
CIT2 TOR yeast: alters CIT2-GFP fluorescence in TOR pathway yeast screen. S. cerevisiae CIT2-GFP strain, flow cytometry, 3 h; 100 means same as DMSO wells. GFP response vs DMSO, % at 10 µM. actives 0.065% (n = 320,000). AID 2029;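 active means GFP response relative to DMSO above a set limit, near the screen mean plus 3 SD, cut at about 150% in these data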;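 further: ratio of well median GFP fluorescence to mean of DMSO wells on the plate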
VLA-4 inh: inhibition in a human VLA-4 binding assay; P13612; VLA-4 expressing cells, ligand binding flow cytometry; inhibition, % (about 7 µM as worked out from the volumes in the protocol); actives 0.2% (n = 330,000); AID 2557; in the data active means inhibition above about 50%
Target sequence (P13612 whole entry, looked up): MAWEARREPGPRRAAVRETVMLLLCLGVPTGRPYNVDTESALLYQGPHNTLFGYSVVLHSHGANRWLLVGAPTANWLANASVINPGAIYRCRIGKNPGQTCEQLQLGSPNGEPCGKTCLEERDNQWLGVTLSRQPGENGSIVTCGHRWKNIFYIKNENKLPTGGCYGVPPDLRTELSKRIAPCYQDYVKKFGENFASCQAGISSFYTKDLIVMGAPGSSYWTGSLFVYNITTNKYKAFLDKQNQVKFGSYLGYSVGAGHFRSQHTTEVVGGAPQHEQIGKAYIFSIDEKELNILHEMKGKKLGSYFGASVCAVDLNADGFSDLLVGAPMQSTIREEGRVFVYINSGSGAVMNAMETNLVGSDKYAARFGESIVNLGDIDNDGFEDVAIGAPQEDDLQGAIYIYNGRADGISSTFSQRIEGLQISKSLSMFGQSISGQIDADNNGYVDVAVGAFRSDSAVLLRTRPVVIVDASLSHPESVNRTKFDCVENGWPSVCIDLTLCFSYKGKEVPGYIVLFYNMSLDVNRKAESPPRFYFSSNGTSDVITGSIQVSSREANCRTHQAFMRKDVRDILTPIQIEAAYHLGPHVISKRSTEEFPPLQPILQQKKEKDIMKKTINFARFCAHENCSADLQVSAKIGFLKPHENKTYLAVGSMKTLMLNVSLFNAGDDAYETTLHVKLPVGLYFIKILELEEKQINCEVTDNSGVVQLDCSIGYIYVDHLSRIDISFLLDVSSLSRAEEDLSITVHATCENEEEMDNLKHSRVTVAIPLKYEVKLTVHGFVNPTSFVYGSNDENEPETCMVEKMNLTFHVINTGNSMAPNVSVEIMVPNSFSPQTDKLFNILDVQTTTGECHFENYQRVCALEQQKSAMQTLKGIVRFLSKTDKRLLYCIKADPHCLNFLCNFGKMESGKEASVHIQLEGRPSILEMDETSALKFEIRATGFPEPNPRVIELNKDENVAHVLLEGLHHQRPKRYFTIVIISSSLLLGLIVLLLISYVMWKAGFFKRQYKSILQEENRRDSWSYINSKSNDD
Bcl-xL primary: Bcl-xL (human) inhibition. GST-Bcl-xL / FITC-Bim BH3 peptide fluorescence polarization. inhibition, % at 10.9 µM. actives 0.7% (n = 320,000). AID 2129;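 active means inhibition above the mean of all tested compounds plus 3 SD, cutoff set per campaign, cut at about 30% in these data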;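 further: 0% = DMSO wells and 100% = unlabeled Bim-BH3 peptide competitor; inhibitors lower millipolarization by displacing the labeled peptide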
AGP1-GFP MLPCN: yeast TOR pathway AGP1-GFP modulation; S. cerevisiae AGP1-GFP multiplex flow cytometry, 3 h; GFP as percent of DMSO wells; AID 2066; GFP response vs DMSO, % at 10 µM; actives 0.02% (n = 320,000);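 active means GFP response relative to DMSO above a set limit, near screen average plus 3 SD, cut at about 150% in these data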;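 further: median GFP channel fluorescence of the gated AGP1 strain per well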
GRK2 inh: blocks RNA aptamer binding to human GRK2; P25098; bead flow cytometry, FAM-aptamer displacement from GRK2; inhibition of aptamer binding, % at 10 µM; actives 0.59% (n = 330,000);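 active means inhibition of aptamer binding above 40%, roughly 3 SD of noise, on plates passing a quality check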;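 further: median bead fluorescence of bound FAM aptamer so fluorescent compounds give negative values; no value below 0 was filed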
MEX-5 binding: C. elegans MEX-5 TCR-2 RNA binding activity | MEX-5/FITC-TCR2 RNA binding, fluorescence polarization; active compounds read low | Q9XUB2 | activity score (negative = inhibition of binding), % at 10 µM | actives 0.38% (n = 300,000);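 active means inhibition past about -25% in most replicates, and total fluorescence under double the plate's negative control median, limit read from the data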;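 further: 0% = DMSO and -100% = 5 µM competing unlabeled TCR2 RNA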
GLD-1 RNA inh: GLD-1-TGE RNA interaction inhibition (C. elegans). Q17339. purified GLD-1 + fluorescein TGE RNA, fluorescence polarization. inhibition, % at 5.96 µM. actives 0.44% (n = 320,000). AID 2280;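 active means percent inhibition above a per-plate cutoff, the plate mean of test compounds plus 3 SD, cut at about 30% in these data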;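 further: 0% = DMSO wells with GLD-1 and probe and 100% = wells lacking GLD-1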
Fam108B counter: blocks mouse Fam108B hydrolase in RBBP9 counter-screen | recombinant Fam108B, FP-Rh probe fluorescence polarization | inhibition, % at 9.51 µM | actives 0.33% (n = 300,000) | AID 1947;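 active means inhibition above the screen mean inhibition plus 3 SD, computed separately per campaign, cut at about 18% in these data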;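 further: inhibitors lower polarization as less probe binds the enzyme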
Starred values were filed as active, the others as inactive; x = not tested or not shown.

Molecule	VLA-4 inh	MCL1 BIM primary	Bcl-xL primary	AGP1-GFP MLPCN	GLD-1 RNA inh	CIT2 TOR yeast	MEX-5 binding	GRK2 inh	Fam108B counter
COc1ccc(NC2CCCN(C(=O)CSc3ccccc3)C2)cc1 (centres undefined)	-1	-1	2	106	-2	107	-1.6	9	-3
O=C(Nc1ccc(-c2ccccc2)cc1)c1ccccc1	-6	-2	6	100	2	109	3.2	11	1
CC(=O)Nc1ccc(OCC(O)CNC2CCCC2)cc1 (centres undefined)	-8	3	3	100	-5	94	-7.0	0	3
CSCc1cc(N2CCCC2)nc(-c2ccccc2)n1	-10	-2	3	113	-3	103	-0.4	0	0
O=C(Nc1ccc(NC(=O)C2CC2)nc1)c1cccnc1	2	-8	-1	96	0	95	-1.0	1	3
CCn1c(SCC(=O)Nc2nnc(C)s2)nnc1C(C)NC(=O)c1ccccc1 (centres undefined)	0	-3	-2	101	4	103	2.0	5	3
COc1ccc(-c2nnc(NC(=O)c3ccc(S(=O)(=O)N4CCCc5ccccc54)cc3)o2)cc1	-7	15	8	106	4	95	0.3	0	-3
O=C(Nn1cnc2ccccc2c1=O)c1ccccc1	12	-2	1	103	4	108	0.1	0	3
O=C(C[n+]1ccccc1)N/N=C/c1ccccc1Cl	23	1	-2	96	3	81	x	0	x
COc1cccc(CC2(CO)CCCN(Cc3ccc(OC(F)F)cc3)C2)c1 (centres undefined)	9	-3	4	102	-1	107	4.1	0	4
Cn1c(=O)oc2cc(S(=O)(=O)NCCc3ccccc3)ccc21	2	7	9	97	5	103	-0.6	2	3
C[C@@H]1CCC(=O)N(CC[C@H](Oc2ccccc2)c2ccccc2)CC1	26	3	1	76	1	65	1.0	0	-4
COc1ccc(NC(=O)c2ccc(OCC3CCCO3)cc2)cc1OC (centres undefined)	-2	-9	-9	98	3	95	x	2	x
Cc1ccc(C)c(OCCC(=O)OCC(=O)Nc2cccnc2Cl)c1	-9	7	8	97	2	103	-4.2	9	-1
COc1ccc(N2CCN(C(=O)c3ccc(CNS(=O)(=O)c4ccc(C)cc4)cc3)CC2)cc1	4	-2	5	89	-5	100	-1.3	2	3
COc1ccc(-c2n[nH]c(=S)n2-c2ccccc2C)cc1OC	4	-14	-15	106	4	101	-0.3	1	-3
NC(=O)OCC(O)COc1ccc(Cl)cc1 (centres undefined)	57*	4	3	87	8	81	x	3	0
CCn1ccnc1CN1CCCC(CO)(Cc2cccc(OC)c2)C1 (centres undefined)	-12	4	10	98	-2	97	3.7	0	-2
Cc1cccc2sc(N(CCCN(C)C)C(=O)c3ccc(S(=O)(=O)N4CCc5ccccc5C4)cc3)nc12	-12	-4	3	106	-5	111	-0.3	0	3
O=C(Nc1cccc(-c2cn3ccccc3n2)c1)c1cnccn1	0	7	6	109	-14	102	-3.0	3	5
O=C(O)/C=C/C(=O)N1N=C(c2ccco2)CC1c1ccco1 (centres undefined)	2	4	8	98	-13	101	2.1	4	-4
CCCn1nnnc1NCc1cccc(OC)c1OCC	11	-1	1	97	0	101	2.9	0	-3
Brc1ccc(-c2csc(N3CCc4ccccc4C3)n2)cc1	8	-1	4	103	-3	x	1.6	35	1
Cc1ccc(C(=O)NCCNC(=O)c2ccco2)cn1	18	4	0	101	3	101	-0.4	0	-2
COC(=O)c1ccc(S(=O)(=O)NNC(=O)COc2ccc(C)cc2)cc1	x	2	3	98	-3	89	-1.4	0	0
COC(=O)[C@@]12CCCCN1[C@H](c1ccc(-c3ccccc3)cc1)[C@@H]1C(=O)N(C)C(=O)[C@@H]12	-7	12	3	92	3	95	-1.2	2	4
COc1cc(CN(CCN(C)C)Cc2ccccc2)ccc1OCc1ccccc1	9	4	6	93	5	104	1.7	0	-3
Cc1ccc(/C=N/NC(=O)NC23CC4CC(CC(C4)C2)C3)o1	-6	-7	-2	100	-3	92	-1.3	3	-3
COc1ccc(-c2cc3cc(OC)c(OC)cc3c(C)n2)cc1	13	1	4	102	2	90	-1.2	2	5
CC(=O)Nc1nc(CCN2C(=O)c3ccccc3C2=O)cs1	0	1	0	105	-2	102	4.0	0	3
O=C(COc1ccccc1)N1CCN(C(=O)Cc2ccccc2)CC1	-16	8	5	107	-2	107	-2.4	1	-1
COc1ccc(/C=C2\N=C(SC)N(c3ccccc3OC)C2=O)cc1	0	-13	-12	95	11	97	-0.6	0	-5
Cc1nc2ccccc2nc1N1CCCC1	-1	-2	3	87	8	85	0.5	1	2
CNS(=O)(=O)c1cn(CC(=O)NCc2ccc(N(C)C)cc2)cc1S(=O)(=O)NC	-7	2	4	97	-3	100	-0.3	0	0
CCCCN(C(=O)c1cccc(C)c1)c1c(N)n(CCC)c(=O)[nH]c1=O	9	4	3	92	3	107	-1.7	6	0
Cc1nc2ccc(-c3ccccc3)cc2o1	19	-20	-13	99	13	104	2.9	1	-2
C/C(=N\NS(=O)(=O)c1ccccc1)c1ccc2c(c1)OCO2	11	0	4	104	8	103	0.4	6	-3
CCOc1ccccc1N(CC(=O)NC1CCCCC1)C(=O)CCCC(=O)Nc1ccccn1	2	2	-3	100	4	99	1.5	0	-2
COc1ccccc1NC(=O)CN1C(=O)CSC(C)C1=O (centres undefined)	7	0	4	106	5	103	-0.5	2	-7
CCOC(=O)c1cnc2ccc(C)cc2c1Nc1ccc(N2CCOCC2)cc1	-47	1	3	105	5	109	1.1	0	0

13 neighbouring records out of the list so far, for reference:
Molecule	VLA-4 inh	MCL1 BIM primary	Bcl-xL primary	AGP1-GFP MLPCN	GLD-1 RNA inh	CIT2 TOR yeast	MEX-5 binding	GRK2 inh	Fam108B counter
COc1ccc(NC2CCCN(C(=O)CSc3ccccc3)C2)cc1 (centres undefined)	-1	-1	2	106	-2	107	-1.6	9	-3
O=C(Nc1ccc(-c2ccccc2)cc1)c1ccccc1	-6	-2	6	100	2	109	3.2	11	1
CC(=O)Nc1ccc(OCC(O)CNC2CCCC2)cc1 (centres undefined)	-8	3	3	100	-5	94	-7.0	0	3
CSCc1cc(N2CCCC2)nc(-c2ccccc2)n1	-10	-2	3	113	-3	103	-0.4	0	0
O=C(Nc1ccc(NC(=O)C2CC2)nc1)c1cccnc1	2	-8	-1	96	0	95	-1.0	1	3
CCn1c(SCC(=O)Nc2nnc(C)s2)nnc1C(C)NC(=O)c1ccccc1 (centres undefined)	0	-3	-2	101	4	103	2.0	5	3
COc1ccc(-c2nnc(NC(=O)c3ccc(S(=O)(=O)N4CCCc5ccccc54)cc3)o2)cc1	-7	15	8	106	4	95	0.3	0	-3
O=C(Nn1cnc2ccccc2c1=O)c1ccccc1	12	-2	1	103	4	108	0.1	0	3
O=C(C[n+]1ccccc1)N/N=C/c1ccccc1Cl	23	1	-2	96	3	81	x	0	x
COc1cccc(CC2(CO)CCCN(Cc3ccc(OC(F)F)cc3)C2)c1 (centres undefined)	9	-3	4	102	-1	107	4.1	0	4
Cn1c(=O)oc2cc(S(=O)(=O)NCCc3ccccc3)ccc21	2	7	9	97	5	103	-0.6	2	3
C[C@@H]1CCC(=O)N(CC[C@H](Oc2ccccc2)c2ccccc2)CC1	26	3	1	76	1	65	1.0	0	-4
COc1ccc(NC(=O)c2ccc(OCC3CCCO3)cc2)cc1OC (centres undefined)	-2	-9	-9	98	3	95	x	2	x

The list goes on:
Molecule	VLA-4 inh	MCL1 BIM primary	Bcl-xL primary	AGP1-GFP MLPCN	GLD-1 RNA inh	CIT2 TOR yeast	MEX-5 binding	GRK2 inh	Fam108B counter
CC(=O)c1ccc(OCCN2CCOCC2)cc1	-1	-4	-1	99	-5	103	-1.8	0	-1
COC(=O)c1c(NC(=S)Nc2ccc(C(=O)N3CCOCC3)cc2)sc2c1CCC2	-9	8	6	100	1	84	-0.4	0	-2
COc1ccc(-n2c(-c3ccc(F)cc3)cnc2SCC(=O)NCc2ccco2)cc1	-7	1	4	100	8	107	-0.2	3	-3
COc1cc(/C(O)=C(\C#N)c2nc3ccccc3[nH]2)cc(OC)c1OC	-20	x	x	104	x	104	-2.7	0	x
Cc1cc(C(=O)NC2CC(C)(C)Cc3c2cnn3-c2ccccc2)n[nH]1 (centres undefined)	3	5	0	92	3	114	-1.1	0	4
COc1cccc(C2CC(c3cccs3)=NN2C(=O)CSc2nc3c(cnn3-c3ccc(F)cc3)c(=O)[nH]2)c1OC (centres undefined)	12	-6	1	103	5	104	-0.5	5	-10
COc1ccc(/C=C2\SC(=S)N(CC(=O)Nc3nnc(C)s3)C2=O)cc1	-16	13	8	104	-4	116	0.9	34	-1
O=C(NCC1CCCN1S(=O)(=O)c1ccccc1)C(=O)NC1CC1 (centres undefined)	3	-3	3	104	-1	81	0.3	0	-1
COc1ccccc1CNS(=O)(=O)c1ccc(-c2cnc(C3CC3)o2)cc1	3	-8	5	91	13	90	0.5	3	1
CCn1c(-c2ccc(C)cc2)nn(CC(=O)NCCc2ccccc2)c1=S	8	-3	-3	99	5	103	-2.0	0	5
COc1ccc(CN2CCN(C(=O)c3ccc(CNS(=O)(=O)c4ccc(C)cc4)cc3)CC2)c(OC)c1OC	-4	-1	5	110	-6	101	-5.1	3	5
COc1ccccc1N1CCN(C(=O)c2cc(N3C(=O)C4C5CCC(C5)C4C3=O)ccc2Cl)CC1 (centres undefined)	4	9	2	96	4	118	-0.5	0	-3
Cc1cc(N2CCOCC2)n2nc(C)c(-c3ccccc3)c2n1	-10	5	9	98	3	107	x	2	0
CC1CC(C(F)(F)F)n2ncnc2N1 (centres undefined)	-1	10	2	102	-1	115	1.0	0	4
COc1ccc(Cl)cc1NC(=O)c1noc(C)c1[N+](=O)[O-]	5	-1	2	96	3	99	-0.5	6	2
CC(C)(C)OC(=O)N1CCC[C@H]1C(=O)OCC(=O)Nc1cc(S(C)(=O)=O)ccc1Cl	7	6	3	92	1	95	x	0	x
COc1ccccc1Oc1ccc(-c2cnc3ccccc3n2)cc1[N+](=O)[O-]	12	0	0	88	-4	87	1.3	3	-8
O=C1NC(=O)N(Cc2ccccc2F)C1=O	-71	-4	1	104	3	108	0.9	1	-3
O=C(CSc1ccccn1)N1CCOCC1	-4	-2	0	96	2	99	-2.9	0	4
CC(C)[C@H](NS(=O)(=O)c1ccccc1)C(=O)OCC(=O)NC(=O)NC1CCCCC1	-6	x	x	102	8	106	x	1	x
CN(Cc1ccc(F)cc1)C(=O)c1ccc2c(c1)NC(=O)CS2	-9	1	1	108	-2	98	1.6	0	-2
CCCOC(=O)Nc1cc(OC)ccc1[N+](=O)[O-]	-6	2	12	101	8	103	-0.1	0	7
Cc1ccc(NC(=O)C2CCN(S(=O)(=O)c3c(C)n[nH]c3C)CC2)nc1	30	5	1	114	7	107	1.9	2	-1
CCOc1ccc(NC(=O)c2ccccc2OC)cc1	-8	8	3	89	-1	91	2.1	0	0

This is a random part of the collection, and some 2.2% of all compounds hit somewhere here.
